Pf gametocyte = late stage P. falciparum gametocyte viability inhibitors, primary screen, ATP luminescence, HTS. hit rate 0.065% among 150,000. inhibition, % at 10.9 µM. P. falciparum stage V gametocytes, 24 h;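 active means inhibition above the mean plus 3 SD of compounds within the control limits, set per campaign, cut at about 38% in these data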;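 further: 0% = DMSO wells and 100% = medium only without gametocytes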
Avidin fluor = green autofluorescence of compounds with avidin beads – biophysical, 488/530 nm, flow cytometry, artefact control, profiling panel | AID 1775, 2009 | fluorescence (KMESF) at 10 µM | hit rate 0.38% among 220,000 | compound fluorescence 488/530 nm; hits give high values; in the data active means fluorescence above about 47; further: inactives centre near 10
Mcl1 Noxa PPI = Mcl-1/Noxa binding inhibitors, primary screen, biochemical, TR-FRET, 1536-well | inhibition, % at 21.7 µM | AID 1022, 2008 | Induced myeloid leukemia cell differentiation protein Mcl-1 (Homo sapiens), Q07820 | hit rate 1.5% among 220,000 | TR-FRET Mcl-1/Noxa peptide binding, 2 h;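 active means compounds that cut the protein-peptide binding signal by more than 50% relative to plate controls in a single-dose test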;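 further: His-tagged Mcl-1 with rhodamine Noxa BH3 peptide and terbium anti-His antibody; 0% = Mcl-1 plus Noxa peptide wells and 100% = peptide-only wells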
Target sequence (Q07820 whole entry, looked up): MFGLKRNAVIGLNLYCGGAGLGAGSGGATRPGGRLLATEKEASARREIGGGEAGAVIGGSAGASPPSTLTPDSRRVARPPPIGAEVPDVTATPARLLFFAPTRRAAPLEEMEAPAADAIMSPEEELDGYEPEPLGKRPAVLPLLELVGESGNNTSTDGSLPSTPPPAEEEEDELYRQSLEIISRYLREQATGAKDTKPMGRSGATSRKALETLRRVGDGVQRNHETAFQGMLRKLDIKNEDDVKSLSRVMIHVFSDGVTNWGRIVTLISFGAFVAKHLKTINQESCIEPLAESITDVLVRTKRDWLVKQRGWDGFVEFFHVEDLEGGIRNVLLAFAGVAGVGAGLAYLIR
* marks the source's active call; other numbers are inactive results.

Structure | Mcl1 Noxa PPI | Avidin fluor | Pf gametocyte
Cc1ccc(Sc2cc(C)nc(-c3ccccn3)n2)cc1 | -20 | 8 | 5
Cc1ccc(C(=O)NCC(=O)OC(C)C(=O)Nc2ccc(N3CCOCC3)cc2)s1 (centres undefined) | -5 | 10 | -22
COc1ccc(N/N=C(\C#N)C(=O)NCCc2ccc(OC)c(OC)c2)cc1 | 1 | 6 | -20
NS(=O)(=O)c1ccc(N/N=C/c2ccc[nH]2)c([N+](=O)[O-])c1 | 30 | 8 | 1
O=C(NNC(=O)c1ccc(Oc2cc(Cl)cc(Cl)c2)o1)c1ccccc1 | 14 | 8 | 4
O=C(O)c1ccccc1C(=O)NCCc1c(C(=O)O)[nH]c2ccc(Cl)cc12 | 21 | 6 | -6
O=C(CSc1ncn[nH]1)N1c2ccccc2Sc2ccccc21 | 10 | 8 | 7
COc1ccc(-c2c(-c3ccc(O)cc3O)n[nH]c2C(F)(F)F)cc1 | -3 | 7 | -2
O=C(CN1CCOCC1)N/N=C/c1ccc(-c2cccc(Cl)c2Cl)o1 | 21 | 8 | 3
CCCCn1cnc2c(=S)nc(N)[nH]c21 | 12 | 3 | 14
c1cnc2ccc3ncccc3c2c1 | 12 | 10 | -48
O=C(Nc1cccc(NC(=O)c2cccs2)c1)c1ccc([N+](=O)[O-])o1 | 10 | 8 | 3
COc1ccc(CC(=O)N/N=C/C=C/c2cccc([N+](=O)[O-])c2)cc1OC | 1 | 9 | 10
O=C(Nc1ccc2c(c1)OCO2)N1CCCc2ccccc21 | -20 | 8 | 12
O=C(NC1CC1)C1=C[C@H](c2ccc(Br)cc2)C[C@H](OCc2ccc(CO)cc2)O1 | -27 | 6 | -17
Brc1cnc2nc[nH]c2c1 | -12 | 6 | 0
COc1cccc(NC(=O)/C=C/c2ccc([N+](=O)[O-])cc2)c1 | 26 | 9 | -31
Cc1[nH]c2ccccc2c1C(=O)COC(=O)c1ccc[n+]([O-])c1 | 10 | 11 | -1
Cc1ccnc(NC(=O)c2cc3c(=O)oc4ccc(C)cc4c3s2)c1 | -31 | 8 | 3
COCCCNc1nc(N)c([N+](=O)[O-])c(Nc2cc(OC)ccc2OC)n1 | -3 | 7 | 14
COc1ccc(/C=C(\NC(=O)c2cccs2)C(=O)NCc2ccco2)cc1OC | -10 | 4 | -21
COc1ccccc1/C=N/NC(=O)c1ccc(CN2C(=O)c3cccc4cccc2c34)cc1 | -19 | 7 | -7
CCC(=O)N(CCc1ccccc1)Cc1cc2cc(OC)ccc2[nH]c1=O | 7 | 8 | 6
Cn1nc2c3ccccc3n(Cc3ccc(F)cc3)c2nc1=S | -10 | 8 | -5
COCCCNc1nc2nonc2nc1NCCSC | 4 | 8 | 4
Cc1ccc(NS(=O)(=O)c2cccc3nsnc23)cc1 | 11 | 7 | 30
Cc1ccc(CSc2nccc(-c3c(C)nc4ccccn34)n2)cc1 | -6 | 6 | -6
CSCCCNC(=O)c1ccc(OC2CCN(C(=O)c3cccnc3)CC2)cc1 | 4 | 7 | 12
Cc1ccc(C(=O)O/N=C(\N)c2ccccc2)c(Cl)c1 | 4 | 7 | 1
COCCCn1c(SCC(=O)NC(C)(C)C)nnc1-c1cccs1 | 0 | 14 | -16

Some of the entries so far, with values under each structure.
Under each structure – Mcl1 Noxa PPI	Avidin fluor	Pf gametocyte
COc1ccc(-c2c(-c3ccc(O)cc3O)n[nH]c2C(F)(F)F)cc1
 : -3	7	-2
CCCCn1cnc2c(=S)nc(N)[nH]c21
 : 12	3	14
Cc1ccc(C(=O)O/N=C(\N)c2ccccc2)c(Cl)c1
 : 4	7	1
COCCCNc1nc2nonc2nc1NCCSC
 : 4	8	4
COCCCNc1nc(N)c([N+](=O)[O-])c(Nc2cc(OC)ccc2OC)n1
 : -3	7	14
Cc1ccc(Sc2cc(C)nc(-c3ccccn3)n2)cc1
 : -20	8	5
Cc1ccc(C(=O)NCC(=O)OC(C)C(=O)Nc2ccc(N3CCOCC3)cc2)s1 (centres undefined)
 : -5	10	-22

The list goes on.
Structure | Mcl1 Noxa PPI | Avidin fluor | Pf gametocyte
CCOC(=O)/C(C#N)=C/c1c(Oc2cccc(C)c2)nc2ccccn2c1=O | 3 | 6 | 8
CC1=CCC2C(=O)N(c3ccc(N4CCOCC4)cc3)C(=O)C2C1 (centres undefined) | 11 | 8 | 5
CC(=O)Nc1sc(N/N=C/c2ccc(N(C)C)cc2)nc1-c1ccc(C)cc1 | 31 | 4 | -42
Cc1cccn2c(=O)c(/C=C(\C#N)C(=O)NCc3ccccc3)c(N3CCC(C(N)=O)CC3)nc12 | -1 | 8 | -1
Cc1ccc(S(=O)(=O)N(Cc2n[nH]c(=S)n2-c2ccccc2)c2ccccc2)cc1 | -10 | 7 | -2
COc1cccc2cc(C(=O)C3=C(O)C(=O)N(CCN4CCOCC4)C3c3ccc(Cl)cc3)oc12 (centres undefined) | 13 | 5 | -11
COC(=O)C(CC(=O)O)NCc1ccco1 (centres undefined) | -7 | 5 | -19
COc1ccc2c(=O)cc(-c3ccccc3F)oc2c1 | 4 | 5 | 0
Cc1ccc2nc(Cl)c(/C=C/C(=O)c3ccco3)cc2c1 | 3 | 8 | 1
CCOc1ncnc2c1sc1nc(C)cc(C)c12 | 11 | 8 | 6
Cc1ccc(S(C)(=O)=NC(=O)c2cc(C)on2)cc1 (centres undefined) | 24 | 4 | 7
O=C(Nc1ccccc1F)N1CCCC1c1cccnc1 (centres undefined) | 4 | 4 | -1
Cc1cccc(C)c1NC(=O)CSC(=O)c1sc2ccccc2c1Cl | 8 | -1 | 2
Cc1cc(C)c(N=C2SCC(=O)N2Cc2ccco2)c(C)c1 | 11 | 8 | 15
Cc1c(C#N)c(=O)c(-[n+]2ccccc2)c([S-])n1-c1ccc(Cl)cc1 | 1 | 25 | -6
Cc1nc(Cl)c(C#N)c2c1CCCC2 | -8 | 4 | -12
C=CCOc1c(Br)cc(/C=C(\C#N)C(N)=O)cc1OC | -10 | 5 | -9
O=C(NCc1csc(-c2cccs2)n1)Nc1ccc(F)cc1F | 1 | 3 | 7
Nc1nc(Nc2ccccc2F)nc(NCc2ccccc2)c1[N+](=O)[O-] | 33 | 4 | 12
CC(CNS(=O)(=O)c1ccccc1)Sc1nncn1C (centres undefined) | -8 | 4 | -9
CC1CN(c2ccc(NC(=O)c3ccco3)cc2C(=O)O)CC(C)O1 (centres undefined) | 4 | 4 | 12
CCC(=O)Nc1cccc(C(=O)OC)c1 | -6 | 6 | -9
Cc1cccc(NC(=O)CN(C)S(=O)(=O)c2cccc3cccnc23)c1C | 1 | 6 | -14
COc1ccc(CNC(=O)CSc2nnc(C)c(=O)[nH]2)cc1 | 7 | 8 | 2
COC(=O)[C@H](Cc1c[nH]c2ccccc12)NC(=O)Nc1ccccc1OC | -3 | 9 | -19
O=C(O)c1ccc(N/N=C/c2ccc(-c3cccc(Cl)c3)o2)cc1 | 40 | 6 | 11
CCCCC(O)(CCCC)C(=O)NN(C(=O)c1cccnc1Cl)c1ccccc1 | -10 | 6 | 14
COc1cc(/C=C2/CC/C(=C/c3ccc(O)c(OC)c3)C2=O)ccc1O | 47 | 7 | 15
O=C(Cc1ccccc1)N/N=C/c1ccc[nH]1 | -12 | 8 | -3
Cn1c(Cc2nc(-c3cnccn3)no2)nnc1SCC(=O)Nc1ccccc1 | -2 | 5 | -1

Next section; the last three above are carried over.
Structure | Mcl1 Noxa PPI | Avidin fluor | Pf gametocyte
COc1cc(/C=C2/CC/C(=C/c3ccc(O)c(OC)c3)C2=O)ccc1O | 47 | 7 | 15
O=C(Cc1ccccc1)N/N=C/c1ccc[nH]1 | -12 | 8 | -3
Cn1c(Cc2nc(-c3cnccn3)no2)nnc1SCC(=O)Nc1ccccc1 | -2 | 5 | -1
Cc1cc(C(=O)O)c(C)n1Cc1ccncc1 | -3 | 7 | 10
O=C(Nc1ccc(-n2ccc(C(F)(F)F)n2)cc1)Nc1cccc(Cl)c1 | 15 | 5 | 17
Cn1c(N)c(C(=O)Nc2ccc(-c3ccccc3)cc2)sc1=S | -7 | 10 | 15
N#Cc1c(NC(=O)c2ccc(Br)o2)n(-c2ccccc2)c2nc3ccccc3nc12 | 3 | 11 | 24
CCOC(=O)Cn1c(C)c(Br)c(COC)c(C#N)c1=O | -1 | 7 | 18
CCn1c(SCC(N)=O)nc2sc3c(c2c1=O)CCN(C)C3 | 17 | 8 | -1
O=C(NC1CCCCC1)C1CCCN(S(=O)(=O)c2cccc3cccnc23)C1 (centres undefined) | 2 | 7 | -33
O=Cc1ccc(-c2cccc([N+](=O)[O-])c2)o1 | 2 | 10 | -31
COc1ccc(CCNC(=S)NC(=O)c2ccccc2)cc1C | -6 | 8 | 17
CCN(CC)S(=O)(=O)c1ccc(C)c(NC(=S)NC2CCCCC2)c1 | 24 | 8 | 18
Cc1ccc2nc(NCc3ccc(F)cc3)c3nncn3c2c1 | -4 | 8 | -15
O=c1[nH]c2ccccc2nc1-c1ccccc1 | -3 | 7 | 18
COc1ccc(S(=O)(=O)NNC(=O)c2ccc(-n3c(C)ccc3C)cc2)cc1 | 26 | 2 | -1
Cc1cc(=O)n2c3ccccc3n(CC(O)CN3CCN(Cc4ccccc4)CC3)c2c1C#N (centres undefined) | 37 | 4 | -16
Brc1ccc(-c2nn[nH]n2)cc1 | 13 | 8 | 6
CCOC(=O)NNC(=O)NCCCCCCNC(=O)NNC(=O)OCC | -20 | 8 | 0
CC(OC(=O)CCCc1nc2ccccc2s1)C(=O)NC(N)=O (centres undefined) | 18 | 4 | -11
CN1N=C(C(C)(C)C)CSC1=Nc1ccccc1 | 3 | 6 | 2
OCCNC(=S)Nc1cccc(Cl)c1Cl | -9 | 3 | 6
CC1(C)C2CCC1(C)C(Nc1ccccc1)C2 (centres undefined) | 9 | 4 | 31
CCOC(=O)Cc1csc(NC(=S)NC(=O)c2cc(OC)c(OC)c(OC)c2)n1 | -2 | 8 | -3
Cc1ccc(-c2nnc(N3CCN(C(=O)c4cccs4)CC3)c3ccccc23)cc1 | -4 | 10 | -13
CCOC(=O)CCn1c(=S)n(CCC(=O)OCC)c2ccccc21 | -15 | 8 | -2
Cc1cc(/C(N)=N/OC(=O)Nc2cccc(C(F)(F)F)c2)no1 | -3 | 8 | -12
COC(=O)c1ccc(CN2CCN(CC(C)C)C(CCO)C2)cc1 (centres undefined) | -5 | 4 | -6
COc1ccc(C2/C=C\CN(CC3CC3)CC(=O)N2Cc2ccc(F)cc2)cc1 (centres undefined) | 18 | 10 | 5
O=C(Cn1cc(C(F)(F)F)ccc1=O)Nc1ccccc1 | 10 | 6 | 7
CC(C)=NNc1nc(-c2ccc(N3C(=O)CCC3=O)cc2)cs1 | 21 | 6 | 2
Cc1nccn1CCCNC(=O)CC1C(=O)NCCN1Cc1ccccc1C(F)(F)F (centres undefined) | 5 | 4 | -25
CCOc1ccc(N(CC(=O)Nc2cccc(C)c2C)S(=O)(=O)c2c(C)[nH]c(=O)[nH]c2=O)cc1 | 3 | 8 | 19
COc1ccccc1NC(=O)Nc1ccc(C(=O)N2CCCCC2)cc1 | -2 | 6 | 17
COc1ccc(-c2cc(C(=O)Nc3ccc(S(=O)(=O)Nc4onc(C)c4C)cc3)c3ccccc3n2)cc1 | 36 | 6 | 10
CC(C)(C)c1csc(CS(=O)(=O)c2ccccn2)n1 | 1 | 7 | -8
O=C1CC(N(CCc2ccccc2)C(=S)Nc2ccccc2)C(=O)N1c1ccc(F)cc1 (centres undefined) | -3 | 10 | -5
N/N=C(\Cc1cscn1)c1ccc(O)cc1O | 13 | 4 | -14
CNC(=S)NNC(=O)c1cccs1 | 7 | 6 | -25
Cc1csc2c(N3CCN(C(=S)Nc4ccc(F)cc4F)CC3)ncnc12 | -7 | 6 | -31

Assay outcomes from PubChem BioAssay.

Some of the compounds tested. The share of hits here may be higher or lower than overall.
